TDP43 rescue – TDP-43 toxicity inhibition in yeast; TDP-43 expressing yeast growth rescue, BacTiter-Glo, 24 h; Potency, µM (titrated, usually from 46.1 µM), for inactives: top-dose growth rescue (activation), hits mostly activators; 410,000 compounds, 1.8% hits; further: % of control where 0% means no effect; nearly all actives have a fitted effect of over 50% in size
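Cell-based yeast growth screen: TDP-43 expression induced in galactose, inoculum OD600=0.02 after raffinose pregrowth to mid-log. Read-out BacTiter-Glo luminescence at 24 hr, 30 deg C; inhibition of toxicity seen as signal increase.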
EPAC1 antagonist – blocks human EPAC1 exchange factor. Potency, µM (top dose mostly 115 µM), without a hit: at the highest dose activity change, negative = inhibition, hits mostly inhibitors. EPAC1 GEF assay, Rap1b-BODIPY-GDP exchange fluorescence. O95398. 360,000 compounds, 0.14% hits;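 further: plate controls were vehicle for no effect and positive control for full effect; nearly all actives have a fitted effect of over 50% in size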
EPAC1 ag – agonists of human EPAC1. O95398. EPAC1 agonist qHTS, biochemical assay; response scale: 100% = response to 6.5 mM cAMP. Potency, µM (highest dose often 154 µM), inactives show at the top dose activation, hits mostly activators. 360,000 compounds, 0.073% hits. AID 720707; further: nearly all actives have a fitted effect of over 60% in size
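Read-out is the fluorescence drop as BODIPY-GDP leaves Rap1B (480 nm excitation, 540 nm emission), recorded every 5 minutes over 30 minutes. Reactions held 100 nM EPAC1, 250 nM Rap1B–BODIPY-GDP and 50 uM GDP, with 6.5 mM cAMP setting full activation.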
FUS suppressor – suppressors of FUS proteinopathy in yeast. Potency, µM (titrated, usually from 76.6 µM), without a hit: at the top dose growth rescue (activation), most hits filed as activators. S. cerevisiae FUS-expressing, growth rescue, OD600, 24 h. 390,000 compounds, 0.24% hits;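 further: plate controls were DMSO vehicle for no effect and reference control for full effect; nearly all actives have a fitted effect of over 55% in size; some results filed as inactive show a strong effect at the top dose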
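Quantitative HTS measuring growth restoration of FUS-toxic yeast. Galactose-induced cells (OD 0.005) were exposed 24hr at 30C to compounds at several concentrations, then absorbance at 600 nm was recorded.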
PTHR1 ag – PTHR1 (human) receptor agonism; HEK293 GP2 PTHR1 cells, GloSensor cAMP luminescence, 1 h; Potency, µM (top dose mostly 115 µM), for inactives: at the top dose activation, usual class: activators; 410,000 compounds, 0.075% hits; AID 743266; further: nearly all actives have a fitted effect of over 55% in size; some results filed as inactive show a strong effect at the top dose; inactives centre near -15; many of its hits are not listed in these tables
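HEK-293-derived GP2 cells expressing PTHR1 and a GloSensor cAMP reporter, 3,000/well, plated overnight, given luciferin plus IBMX (each 0.5 mM as added) for 1 h at 37 °C, then compound for 1 h at 37 °C. Luminescence was read after 15 min at room temperature.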
EPAC2 antag – EPAC2 (human) antagonism; EPAC2 GEF exchange of Rap1B-BODIPY-GDP, fluorescence; 360,000 compounds, 0.18% hits; Q8WZA2; Potency, µM (titrated, usually from 114 µM), for inactives: at the highest dose activity, negative = inhibition, actives largely listed as inhibitors; AID 720708; further: on the % scale 0 is the no-effect control and ±100 the full control effect; nearly all actives have a fitted effect of over 45% in size; many of its hits are not listed in these tables
Target sequence (Q8WZA2 whole entry, looked up): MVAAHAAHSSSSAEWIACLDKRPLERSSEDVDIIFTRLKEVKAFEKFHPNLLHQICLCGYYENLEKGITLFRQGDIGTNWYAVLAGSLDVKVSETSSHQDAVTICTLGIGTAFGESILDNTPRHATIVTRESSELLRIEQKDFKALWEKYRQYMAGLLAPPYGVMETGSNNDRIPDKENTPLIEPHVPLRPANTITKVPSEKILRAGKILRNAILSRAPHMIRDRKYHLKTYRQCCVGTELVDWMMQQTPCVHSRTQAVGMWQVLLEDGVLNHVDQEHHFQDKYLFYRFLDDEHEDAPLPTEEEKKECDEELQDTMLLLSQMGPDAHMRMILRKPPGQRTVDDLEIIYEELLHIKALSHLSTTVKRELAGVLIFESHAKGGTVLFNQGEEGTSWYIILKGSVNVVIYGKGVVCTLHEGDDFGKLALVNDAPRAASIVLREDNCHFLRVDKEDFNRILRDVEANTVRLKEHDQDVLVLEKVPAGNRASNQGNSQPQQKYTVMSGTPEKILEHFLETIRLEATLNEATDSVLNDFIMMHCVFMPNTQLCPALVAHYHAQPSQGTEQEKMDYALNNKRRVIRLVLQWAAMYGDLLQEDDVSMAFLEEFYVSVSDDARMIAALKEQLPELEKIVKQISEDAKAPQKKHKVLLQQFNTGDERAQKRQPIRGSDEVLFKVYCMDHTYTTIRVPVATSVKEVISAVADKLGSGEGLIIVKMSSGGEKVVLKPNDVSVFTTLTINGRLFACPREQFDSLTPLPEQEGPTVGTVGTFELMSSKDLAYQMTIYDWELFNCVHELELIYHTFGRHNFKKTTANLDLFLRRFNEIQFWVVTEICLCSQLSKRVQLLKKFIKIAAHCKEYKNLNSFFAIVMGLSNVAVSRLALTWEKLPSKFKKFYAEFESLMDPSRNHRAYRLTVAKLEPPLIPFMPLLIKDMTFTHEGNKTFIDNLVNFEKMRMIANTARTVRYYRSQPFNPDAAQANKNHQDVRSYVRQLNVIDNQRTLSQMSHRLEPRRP
aSyn yeast inh – inhibitors of alpha-synuclein toxicity in yeast. Potency, µM (highest dose often 46.1 µM), for inactives: at the highest dose growth rescue (activation), usual class: activators. AID 652106. Yeast expressing alpha-synuclein, growth rescue, BacTiter-Glo, 24 h. 370,000 compounds, 0.14% hits; further: % of control where 0% means no effect; nearly all actives have a fitted effect of over 65% in size
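Screening used galactose-induced yeast with toxic alpha-synuclein levels, exposed to compound for 24 hr at 30 deg C. Cell growth, read with BacTiter-Glo luminescence, gave the measured signal.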
EPAC2 ag – activates human EPAC2 exchange factor | Potency, µM (doses to about 154 µM), without a hit: at the top dose activation, actives largely listed as activators | EPAC2 activation, biochemical qHTS; response scale: 100% = 6.5 mM cAMP response | AID 720711 | 360,000 compounds, 0.079% hits; further: nearly all actives have a fitted effect of over 50% in size
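Setup: EPAC2 100 nM, labeled Rap1B complex 250 nM, free GDP 50 uM. Compound titrations pinned in, brief spin, 5 min room temperature incubation. Kinetic fluorescence read over 30 min, normalized to 6.5 mM cAMP.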
Starred values were filed as active, the others as inactive; i = inactive; ? = inconclusive; nt = not tested or not shown; [ ] = remark or other dose. The call rests on the fitted dose curve; in most records, active means well fitted curve in the direction sought with a large enough effect; inconclusive means small, poorly fitted or top-dose-only effect, or another doubt; inactive means no such curve, though single readings can be large; an effect the other way counts as inactive or inconclusive. Potency means the concentration at half of the fitted maximal effect. The list is partial. The share of hits here may be higher or lower than overall.

structure	TDP43 rescue	EPAC1 antagonist	EPAC1 ag	FUS suppressor	PTHR1 ag	EPAC2 antag	aSyn yeast inh	EPAC2 ag
CCOc1cc2[nH]c(=S)n(CCCOC)c(=O)c2cc1OCC	-1%	-9%	-3%	8%	-17%	-6%	1%	1%
O=C(O)CCCC(=O)N1N=C(c2ccco2)CC1c1ccco1 (configuration not stated)	-9%	?	5%	-11%	5%	0%	-1%	4%
CNc1nc(-c2ccccc2)cc(C(F)(F)F)c1C#N	-7%	-11%	5%	12%	i	-5%	-4%	5%
Cc1ccc(-c2c(C(=O)N/N=C/C3CC=CCC3)nnn2-c2nonc2N)cc1 (configuration not stated)	5%	-16%	-2%	-11%	9%	5%	-3%	6%
O=C(Nc1ncc(Cc2cccc(Cl)c2)s1)c1cccs1	?	-13%	21%	19%	-10%[57.5 µM]	-4%	14%	1%
COc1cc(OC)cc(C(=O)N[C@H](C(=O)Nc2ccccc2N2CCOCC2)C(C)C)c1	17%	-24%	0%	29%	i	-3%	-2%	9%
COC(=O)c1ccc(NC(=O)C(C)Sc2nc(=O)cc(N)n2CCc2ccccc2)cc1 (configuration not stated)	?	nt	nt	?	-25%	nt	3%	nt
S=C(Nc1ccccc1)Nc1cccc(Cl)c1Cl	15%	-19%	6%	-20%	-1%	-3%	-7%	17%
CCOC(=O)CCC(=O)Nc1ccc(S(=O)(=O)N2CCC(C)CC2)cc1	14%	-11%	6%	7%	-6%[57.5 µM]	0%[57.1 µM]	8%	-6%
CCN1CCN(c2ccc(Cl)cc2NC(=O)c2ccc(-n3nc(C)cc3C)cc2)CC1	-16%	-4%	-2%	0%	-25%	5%	?	10%
CC(=O)c1cccc(NC(=O)C2Cc3c(-c4ccco4)ccnc3O2)c1 (configuration not stated)	?	-29%	-4%	22%	i	-24%	5%	3%
COc1ccc(C)cc1Cn1nnc2ccccc21	15%	?	-5%	-13%	i	?	9%	10%
CC(=O)OC(C(=O)NC1CCCCC1)c1ccc(Cl)c(Cl)c1 (configuration not stated)	0%	-12%	4%	-21%	i	-28%	2%	2%
S=C(NCCc1ccccc1)Nc1ccccc1Cl	7%	3%	4%	-8%	-22%	-1%	-16%	4%
O=c1ccc(/C=C/c2ccccc2)nn1Cc1ccccc1	20µM*	-9%	21%	6%	-16%	-4%	9%	15%
O=C(CN1c2cccc3cccc(c23)S1(=O)=O)N1CCOCC1	0%	-2%	9%	35%	-46%[inhibitor][57.5 µM]	-4%	2%	10%
O=C(N1CCCCCC1)N1CCN(S(=O)(=O)N2CCOCC2)CC1	-8%	-7%	4%	6%	-3%[57.5 µM]	2%	0%	0%[15.6 µM]
CN(C)S(=O)(=O)c1ccc(C(=O)Nc2ccccc2C(=O)O)cc1	6%	-24%	-2%	-5%	i	-1%	0%	17%
Oc1ccc(Oc2ccc(Oc3ccc(O)cc3)cc2)cc1	20µM*	-15%	4%	1%	-36%[inhibitor]	4%	4%	5%
CCn1ncc([N+](=O)[O-])c1C(=O)n1nc(C)cc1C	-3%	-8%	7%	14%	0%	-11%	-4%	6%

Part of the list above, with two lines to a compound:
Results follow in this order: TDP43 rescue	EPAC1 antagonist	EPAC1 ag	FUS suppressor	PTHR1 ag	EPAC2 antag	aSyn yeast inh	EPAC2 ag
CCOC(=O)CCC(=O)Nc1ccc(S(=O)(=O)N2CCC(C)CC2)cc1
→ 14%	-11%	6%	7%	-6%[57.5 µM]	0%[57.1 µM]	8%	-6%
COc1cc(OC)cc(C(=O)N[C@H](C(=O)Nc2ccccc2N2CCOCC2)C(C)C)c1
→ 17%	-24%	0%	29%	i	-3%	-2%	9%

Next entries follow.
structure	TDP43 rescue	EPAC1 antagonist	EPAC1 ag	FUS suppressor	PTHR1 ag	EPAC2 antag	aSyn yeast inh	EPAC2 ag
COc1ccc(Cc2nc3ccc(C(=O)N4CCC[C@H]4CO)cc3o2)cc1	7%	7%	-8%	nt	-23%	-1%	-5%	7%
O=C(Nc1ccc(N2CCN(C(=O)c3ccco3)CC2)cc1)c1ccc(Br)cc1	23%	-18%	-16%	15%	-13%	-8%	4%	2%
Cc1cc2ccccc2n1CCNC(=O)C1CC1	-16%	-8%	8%	42%	-25%	7%	-4%	3%
CCCCCCCCCCOC(=O)Cn1c(COc2ccc(C)cc2)[n+](C)c2ccccc21	-25%	-3%	12%	?	-30%[inhibitor]	?	-33%[inhibitor]	-3%
Cc1ccc(CNC(=O)CC(C)S(=O)(=O)c2ccc3c(c2)NC(=O)C(C)S3)cc1 (configuration not stated)	5%	3%	0%	19%	-35%[inhibitor]	-5%	-2%	0%
O=C(COc1ccc(CNC[C@H]2O[C@@H](n3ccc(=O)[nH]c3=O)[C@H](O)[C@@H]2O)cc1)Nc1ccccn1	11%	?	-8%	-12%	i	10%	-4%	4%
[N-]=[N+]=NC1c2ccccc2C(=O)N1Cc1ccccc1 (configuration not stated)	0%	16%	13%	-20%	-17%	-29%	-1%	12%
Cn1ccsc1=NC(=O)c1ccc(=O)[nH]c1	15%	16%	1%	8%	i	4%	-4%	1%
O=C(COC(=O)C1CC(=O)N(Cc2ccccc2)C1)Nc1ccc(Cl)cc1F (configuration not stated)	0%	1%	-3%	1%	-18%	0%	6%	-4%
CCC(C)(C(=O)NC1CCCC1)N(C(=O)c1cnccn1)c1ccccc1 (configuration not stated)	10%	-1%	0%	-9%	-22%	6%	1%	2%
COC(=O)C1=C(C(=O)OC)[C@@H]2Nc3ccccc3[C@@]23C[C@@H](C(=O)OC)N(C(=O)CC(C)C)C3=N1	17%	-6%	6%	41%	-16%	-3%	0%	-11%
CCc1ccc(C2c3[nH]c4ccccc4c3CCN2C(=O)c2cc[n+]([O-])cc2)cc1 (configuration not stated)	-8%	-5%	-15%	33%	i	-9%	2%	-6%
Cc1ccc(NS(=O)(=O)c2ccc(C(=O)N3CCN(S(=O)(=O)c4ccccc4)CC3)cc2)cc1	0%	-7%	1%	?	-8%	3%	9%	-5%
CCSc1nnc(NC(=O)CCNS(=O)(=O)c2cc(Br)cnc2N)s1	6%	4%	-2%	22%	-1%	1%	-5%	-3%
CCCOC(=O)C[N+](C)(C)CCOC1CC2CCC1(C)C2(C)C (configuration not stated)	-6%	-3%	8%	-26%	i	1%	-3%	14%
O=C(NCCN1CCc2ccccc2C1)C1CC(=O)N(C2CCCC2)C1 (configuration not stated)	-19%	8%	-7%	3%	-9%[57.5 µM]	5%	0%	6%
CC(C)(C)NC(=O)c1ccccc1NC(=O)C1CCCO1 (configuration not stated)	-23%[0.397 µM]	8%	-5%	32%	-10%	3%	0%	4%
CCOC(=O)c1c(C)[nH]c(C)c1S(=O)(=O)NCc1ccccc1OCC	6%	8%	-15%	6%	-20%	1%	5%	-5%
COc1ccccc1NC(=O)c1ccc[n+]([O-])c1	10%	-8%	3%	-18%	i	12%	?	3%
COc1cccc(NC(=O)CCS(=O)(=O)c2cc3c(cc2Cl)NC(=O)CO3)c1	11%	11%	-7%	-9%	-18%	4%	8%	2%
COc1cccc(CNC(=O)c2csc3c2CCCC3)c1	?	-17%	5%	-8%	?	-16%	27%	6%
CCN1C2=NCCCN2c2ccccc21	-1%	8%	-1%	-25%	-17%[57.5 µM]	4%	-17%	2%
CC(=O)Nc1ccc(S(=O)(=O)N2CCN(C(=O)c3ccccc3F)CC2)cc1	10%	4%	2%	2%	-71%[inhibitor]	16%	1%	10%
O=C(NN=C1CCCC1)c1[nH]c2ccc(Br)cc2c1-c1ccccc1	3%	-8%	8%	23%	-11%	-7%	3%	7%
N#CCC(=O)c1ccccc1Oc1ccc(Cl)cc1	2%	8%	-12%	-3%	-70%[inhibitor]	-8%[57.1 µM]	0%	2%
Cc1cccc(NC2=NCC(=O)N2Cc2ccccc2)c1	-14%	8%	-1%	27%	-18%[57.5 µM]	14%	2%	20%
NCCCCc1cn(CC(=O)N2CCNCC2)nn1	-10%	-2%	-12%	-3%	-18%	-7%	-1%	-5%
Cc1ccc(S(=O)(=O)N2CCC(=O)N([C@H](COCc3ccc(Cl)cc3Cl)Cc3ccccc3)CC2)cc1	-1%	-5%	14%	44%	-16%	3%	6%	11%
COc1ccccc1N1CCN(CCCCOc2cccc3ccccc23)CC1	4%	-5%	13%	8%	-36%[inhibitor]	-2%	-2%	11%
CC(=NOC(=O)c1ccc(F)cc1)c1nccs1	29%	-8%	4%	-12%	-34%	1%	-7%	4%
O=C(c1ccc(N2CCN(C(=O)c3ccc(F)c(F)c3)CC2)cc1)c1cccc(F)c1	?	13%	1%	16%	-24%	2%	?	9%
CC1CCN(C(=O)CSc2nnc(CNC(=O)COc3ccc(Cl)cc3)o2)CC1	-6%	0%	1%	22%	i	-4%	0%	12%
Cc1cccc(NC(=O)c2ccc(-n3cncn3)c([N+](=O)[O-])c2)c1	-8%	-2%	?	17%	i	6%	-1%	7%
COc1ccc(CNC(=O)[C@H](C)NC(=O)C2CCN(S(=O)(=O)c3ccc(C)cc3)CC2)cc1	19%	11%	-5%	19%	i	7%	0%	-5%
CCN(CC)CCN1C(=O)C(=O)/C(=C(/O)c2cnn(-c3ccccc3)c2C)C1c1ccc(C)o1 (configuration not stated)	0%	11%	-1%	30%	i	14%	-5%	-4%
COc1cccc(C(=O)CC(=O)C(=O)Nc2cccc([N+](=O)[O-])c2C)c1	-27%	-5%	13%	24%	-23%	-15%	18%	1%
Cc1cc(C)nc(SC(C)C(=O)Nc2ccc(S(N)(=O)=O)cc2)n1 (configuration not stated)	1%	6%	-5%	13%	i	15%	-8%	2%
CCc1ccc(CN2CC(C(=O)O)CC2=O)cc1 (configuration not stated)	-17%	8%	-9%	18%	i	15%	-4%	4%
C=CCSc1nnc(-c2ccncc2)n1-c1ccc(OCC)cc1	-2%	13%	4%	7%	?	5%	29%	9%
